Compound activity as filed in PubChem BioAssay.
Tau FP inhib: qHTS for Inhibitors of Tau Fibril Formation, Fluorescence Polarization | Microtubule-associated protein tau (Homo sapiens), P10636 | K18 P301L tau heparin fibrillization, Alexa594 FP, 6 h | AID 1468, 2008 | 280,000 compounds, 0.39% hits | Potency, µM (doses to about 57.7 µM), for the others: at the highest dose activity, negative = inhibition, usual class: inhibitors; further: on the % scale 0 is the no-effect control and ±100 the full control effect; nearly all actives have a fitted effect of over 55% in size
Target sequence (P10636 561-689 P618L limits assumed): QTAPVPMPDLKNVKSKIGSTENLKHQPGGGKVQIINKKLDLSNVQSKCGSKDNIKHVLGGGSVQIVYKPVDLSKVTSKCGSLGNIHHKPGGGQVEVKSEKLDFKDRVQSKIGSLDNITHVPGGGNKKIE
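FP of Alexa 594-tau after heparin (20 uM) induction. Substrate: human K18 P301L, 15 uM unlabeled, 0.24 uM labeled. Buffer 100 mM sodium acetate pH 7. 6 hr, 37 C.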
Tau fluor counter: Counterscreen qHTS for Inhibitors of Tau Fibril Formation, Fluorescence Polarization; 280,000 compounds, 0.93% hits; AID 1463, 2008; Potency, µM (highest dose often 57.7 µM), inactives show top-dose activity change, negative = decrease; tau K18 P301L Alexa594 fluorescence, heparin fibrillization; further: on the % scale 0 is the no-effect control and ±100 the full control effect; nearly all actives have a fitted effect of over 55% in size
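Human tau K18 P301L (15 uM unlabeled, 0.24 uM Alexa 594-labeled) in 100 mM sodium acetate pH 7 with 20 uM heparin, 6 hr at 37 C. ThT 30 uM added, 1 hr ambient; Alexa 594 FP and total fluorescence read at 555/632 nm.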
Tau fibril ThT: qHTS for Inhibitors of Tau Fibril Formation, Thioflavin T Binding; 270,000 compounds, 2.1% hits; AID 1460, 2008; Microtubule-associated protein tau (Homo sapiens), P10636; recombinant tau K18 P301L (four-repeat tau fragment), heparin-induced fibrillization, ThT fluorescence; Potency, µM (series often up to 57.4 µM), inactives show at the top dose activity, negative = inhibition, most hits filed as inhibitors; further: on the % scale 0 is the no-effect control and ±100 the full control effect; nearly all actives have a fitted effect of over 55% in size
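Tau K18 P301L fragment (15 uM unlabeled plus 0.24 uM Alexa 594-labeled) in 100 mM sodium acetate pH 7 with compound, fibrillization induced by 20 uM heparin for 6 hr at 37 C. Thioflavin T (30 uM) added, fluorescence read after 1 hr (ex 450, em 510 nm).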
aGlu spleen mod: qHTS Assay for Inhibitors and Activators of Human alpha-Glucosidase From Spleen Homogenate; AID 2112, 2009; Lysosomal alpha-glucosidase (Homo sapiens), P10253; Potency, µM (top dose mostly 79.9 µM), without a hit: top-dose activity change, negative = inhibition, usual class: inhibitors; 240,000 compounds, 0.006% hits; human spleen homogenate, 4-MU-alpha-glucoside fluorescence;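 further: 0% = enzyme with vehicle and -100% = no enzyme basal signal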
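Human spleen homogenate (1 ug) with 4-methylumbelliferyl-alpha-D-glucopyranoside (1 mM final) in 50 mM citrate/phosphate pH 5.0, 0.01% Tween-20; 40 min at 37 C. Stopped at pH 10; 4-MU fluorescence Ex 365/Em 440 nm; AC50 by Hill fit.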
GAA inhib: qHTS Assay for Inhibitors of Human alpha-Glucosidase as a Potential Chaperone Treatment of Pompe Disease; 200,000 compounds, 0.005% hits; Lysosomal alpha-glucosidase (Homo sapiens), P10253; purified human GAA, 4-MU-alpha-glucoside fluorescence; Potency, µM (series often up to 76.9 µM), for inactives: at the top dose activity change, negative = inhibition, actives largely listed as inhibitors;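 further: plate controls were uninhibited enzyme wells for no effect and no-enzyme background for full effect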
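Human enzyme at 4 nM with 400 uM 4-methylumbelliferyl-alpha-D-pyranoside, citrate/phosphate buffer pH 5.0, 0.005% Tween-20, 20 min at room temperature. Compounds up to 77 uM. 4-MU fluorescence (Ex 365/Em 440) read after NaOH/glycine stop; AC50 from Hill fit.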
HTT cytoprotect: qHTS Multiplex Assay to Identify Dual Action Probes in a Cell Model of Huntington: Cytoprotection (ATP); PC12 HTT-Q103 induced, cytoprotection, ATP luminescence, 40 h; Potency, µM (highest dose often 56.4 µM), for the others: cytoprotection (ATP increase), usual class: activators; 230,000 compounds, 0.14% hits; AID 1471, 2008;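 further: % of control where 0% means no effect; nearly all actives have a fitted effect of over 45% in size; toxic huntingtin expression switched on by the ecdysone agonist tebufenozide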
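Cells were plated at 1500 per well in phenol red-free DMEM with 5% equine and 5% calf serum. Tebufenozide (100 nM final) and compounds were added, then ATPlite reagent, and luminescence was read.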
GLA spleen mod: qHTS Assay for Inhibitors and Activators of Human alpha-Galactosidase From Spleen Homogenate | Alpha-galactosidase A (Homo sapiens), P06280 | 240,000 compounds, 0.008% hits | human spleen homogenate, 4MU-alpha-Gal fluorescence, 40 min | Potency, µM (top dose mostly 80 µM), for the others: at the top dose activity change, negative = inhibition, hits mostly inhibitors | AID 2107, 2009;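 further: 0% = enzyme with vehicle and -100% = no enzyme basal signal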
Target sequence (P06280 32-429 limits assumed): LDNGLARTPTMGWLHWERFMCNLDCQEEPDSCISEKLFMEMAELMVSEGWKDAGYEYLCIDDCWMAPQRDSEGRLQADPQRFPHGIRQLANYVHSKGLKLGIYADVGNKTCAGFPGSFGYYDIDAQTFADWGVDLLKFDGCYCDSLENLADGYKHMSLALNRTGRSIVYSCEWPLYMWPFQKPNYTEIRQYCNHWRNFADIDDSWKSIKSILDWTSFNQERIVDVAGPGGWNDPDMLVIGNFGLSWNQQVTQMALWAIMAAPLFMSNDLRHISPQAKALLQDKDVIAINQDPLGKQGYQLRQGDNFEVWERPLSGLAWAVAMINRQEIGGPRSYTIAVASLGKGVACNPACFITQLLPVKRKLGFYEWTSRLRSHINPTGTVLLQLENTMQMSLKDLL
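Human spleen homogenate (1 ug) as enzyme source, 4-methylumbelliferyl-alpha-D-galactopyranoside 1 mM final, citrate/phosphate pH 5.0 with 0.01% Tween-20. Compounds 40 min at 37C, NaOH/glycine stop; fluorescence Ex 365/Em 440, Hill-fit AC50.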
GAA glycogen mod: qHTS Assay for Inhibitors and Activators of Human alpha-Glucosidase Cleavage of Glycogen; 300,000 compounds, 0.38% hits; AID 2100, 2009; recombinant GAA, glycogen substrate, Amplex Red glucose oxidase fluorescence; Lysosomal alpha-glucosidase (Homo sapiens), P10253; Potency, µM (titrated, usually from 76.4 µM), inactives show at the highest dose activity change, negative = inhibition, usual class: inhibitors;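 further: 0% = full enzyme reaction and -100% = no-enzyme basal signal; the screen sought inhibitors and activators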
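Natural-substrate format: glycogen cleavage by 4 nM human enzyme, glucose read by Amplex Red coupling (Ex 573, Em 610 nm). Normalized to enzyme and no-enzyme controls.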
Numbers without * were called inactive; ? = inconclusive; nt = not tested or not shown; & = joins results of further samples; [ ] = dose if it differs, or a comment. The call rests on the fitted dose curve; in most records, active means well fitted curve in the direction sought with a large enough effect; inconclusive means small, poorly fitted or top-dose-only effect, or another doubt; inactive means no such curve, though single readings can be large; an effect the other way counts as inactive or inconclusive. Potency means the concentration at half of the fitted maximal effect. This is a random part of the collection; overall some 3.3% were active at least once.

SMILES	Tau FP inhib	Tau fluor counter	Tau fibril ThT	aGlu spleen mod	GAA inhib	HTT cytoprotect	GLA spleen mod	GAA glycogen mod
COc1ccc(N(C)C(=O)Nc2ccc3nsnc3c2)cc1	-4%	-15%	?	2%	?	6%[10 µM]	1%	-3%
c1csc(-c2nn[nH]n2)c1	0%	-6%	-12%	-16%	-4%	-22%[10 µM]	2%	-8%
O/C(=C\Sc1nnc(Cc2ccccc2)o1)c1ccc(F)cc1	7%	-6%	-11%	0%	1%	6%	0%	0%
O=C(OC[C@@H]1O[C@@](O)(COC(=O)c2cccnc2)[C@H](OC(=O)c2cccnc2)[C@H]1OC(=O)c1cccnc1)c1cccnc1	?	-8%	?	-4%	nt	?	-5%	nt
CCC1=Nc2cc(C(=O)NCC(C)c3ccccc3)ccc2Sc2ccc(C)cc21 (configuration not stated)	-9%	-17%	-11%	nt	nt	nt	nt	-7%[76.3 µM]
CCOc1ccc(Br)cc1/C(C)=N\NC1=NCCN1	1%	-9%	-8%	-4%	1%	-8%	0%	7%
Cc1ccc(CNC(=O)CSc2nc(N3CCCCC3)nc(N3CCCCC3)n2)cc1	9%	-2%	-9%	-6%	-2%	17%[10 µM]	1%	-8%
CC(O)CCC(=O)NNC1CC(=O)N(c2ccccc2)C1=O (configuration not stated)	-2%	-10%	-12%	-11%	nt	-6%[10 µM]	2%	1%
COc1cc2c(cc1OC)C(c1cc3cc(OC)c(OC)cc3[nH]c1=O)N(C(=O)C1CC1)CC2 (configuration not stated)	-10%	-8%	-16%	-2%	1%[15.4 µM]	-24%	4%	3%
COc1ccc(C(=O)Nc2cc(C(F)(F)F)ccc2N2CCN(c3ccccc3)CC2)cc1OC	-4%	-13%	-5%	nt	nt	nt	nt	5%[76.3 µM]
O=C(Cn1c(CO)nc2ccccc21)NCCc1ccccc1	5%	-5%	-6%	-6%	-5%	9%[10 µM]	4%	0%
CC1CCC/C(=C(\C#N)c2nc(-c3cc4ccccc4oc3=O)cs2)C1 (configuration not stated)	-8%	?	?	1%	1%	7%[10 µM]	9%	-10%
CCO[C@@H]1OC(C(=O)NCc2ccccc2)=C[C@H](C(C)(C)C)[C@H]1CCCO	2%	-9%	-1%	-10%	nt	10%[10 µM]	5%	-1%
NNc1nc(NCc2ccccc2)nc(N2CCOCC2)n1	4%	-4%	-13%	-3%	-1%	10%[1.9 µM]	2%	?
CCOC(=O)c1cc(CC)sc1NC(=O)C1CC1	-4%	-9%	?	-7%	?	2%	1%	2%

One compound at a time, from the list above:
Results for COc1cc2c(cc1OC)C(c1cc3cc(OC)c(OC)cc3[nH]c1=O)N(C(=O)C1CC1)CC2 (configuration not stated) = Tau FP inhib: -10%; Tau fluor counter: -8%; Tau fibril ThT: -16%; aGlu spleen mod: -2%; GAA inhib: 1%[15.4 µM]; HTT cytoprotect: -24%; GLA spleen mod: 4%; GAA glycogen mod: 3%
Results for c1csc(-c2nn[nH]n2)c1 = Tau FP inhib: 0%; Tau fluor counter: -6%; Tau fibril ThT: -12%; aGlu spleen mod: -16%; GAA inhib: -4%; HTT cytoprotect: -22%[10 µM]; GLA spleen mod: 2%; GAA glycogen mod: -8%

Five of these compounds, set out differently:
Order of values: Tau FP inhib	Tau fluor counter	Tau fibril ThT	aGlu spleen mod	GAA inhib	HTT cytoprotect	GLA spleen mod	GAA glycogen mod
CCC1=Nc2cc(C(=O)NCC(C)c3ccccc3)ccc2Sc2ccc(C)cc21 (configuration not stated)
 : -9%	-17%	-11%	nt	nt	nt	nt	-7%[76.3 µM]
CC(O)CCC(=O)NNC1CC(=O)N(c2ccccc2)C1=O (configuration not stated)
 : -2%	-10%	-12%	-11%	nt	-6%[10 µM]	2%	1%
Cc1ccc(CNC(=O)CSc2nc(N3CCCCC3)nc(N3CCCCC3)n2)cc1
 : 9%	-2%	-9%	-6%	-2%	17%[10 µM]	1%	-8%
CCOC(=O)c1cc(CC)sc1NC(=O)C1CC1
 : -4%	-9%	?	-7%	?	2%	1%	2%
CCOc1ccc(Br)cc1/C(C)=N\NC1=NCCN1
 : 1%	-9%	-8%	-4%	1%	-8%	0%	7%

(further entries)
SMILES	Tau FP inhib	Tau fluor counter	Tau fibril ThT	aGlu spleen mod	GAA inhib	HTT cytoprotect	GLA spleen mod	GAA glycogen mod
O=C(Cc1cccs1)Nc1ccc(-c2nnc(-c3ccco3)o2)cc1	-7%	-6%	1%	-11%	-4%	nt	-2%	27%
CC1=NN(c2ccc(C(F)(F)F)cn2)C(=O)C1	0%	-14%	?	9%	0%	nt	7%	-18%
O=C1CC(N2CCN(c3cccc(C(F)(F)F)c3)CC2)C(=O)N1c1ccccc1 (configuration not stated)	-2%	-10%	-11%	4%	-1%	-4%	2%	-3%
Cc1cc(NC(=O)C(C)(C)C)cc(-c2nc3ncccc3o2)c1O	2%	-22%	-3%	nt	nt	nt	nt	2%[76.3 µM]
O=S(=O)(NCCc1cn2ccccc2n1)c1cccs1	-2%	5%	-10%	-2%	2%	-1%[10 µM]	0%	7%
O=C(NC(=S)Nc1cccc(Cl)c1N1CCCCC1)c1ccc2c(c1)OCCO2	?	-17%	-4%	-4%	-2%	26%[10 µM]	-4%	4%
COc1ccc(CCNCC(O)c2ccccc2)cc1 (configuration not stated)	1%	-7%	-1%	-6%	-2%	-23%[10 µM]	-9%	?
CCCCC1CCC(C(=O)N2CC(=O)Nc3ccc(F)cc3C2c2ccc(F)cc2)CC1 (configuration not stated)	-12%	-28%	?	nt	nt	nt	nt	0%[76.3 µM]
CCCn1c(=O)c2ccccc2n2c(SCC(=O)Nc3cc(C)on3)nnc12	-5%	-14%	-12%	0%	-7%	-29%[10 µM]	2%	-1%
Cc1ccc(C(=O)Nc2nc(=O)[nH]s2)cc1	-3%&5%	1%&2%	-4%&6%	-2%	-5%&-6%	-106%&-64%[inhibitor]	-3%&1%	2%&-2%
O=C(CN1CCN(Cc2ccccc2F)C1=O)NC1CCCC1	9%	0%	-1%	3%	-2%	-27%	1%	nt
Cc1ccc(OCC(O)CN2CCN(c3ccccn3)CC2)c(C)c1 (configuration not stated)	3%	-12%	?	-2%	3%	30%[10 µM]	-21%	-10%
Cc1cccc(C)c1NC(=O)c1c(-c2ccccc2)noc1C	1%	3%	5%	-1%	-33%	-7%	0%	12%
Cc1ccc(NC(=O)c2cc(-c3ccc4c(c3)OCO4)on2)cc1	-12%	-5%	-18%	nt	nt	nt	nt	-4%&-4%[76.3 µM]
O=C(Nc1ccc2c(c1)OCCO2)C(c1ccc(F)cc1)N1CCCCC1 (configuration not stated)	2%	-9%	-10%	3%	-10%	4%	0%	6%
CC(C)c1nc2ccccn2c1NC1CCCCC1	5%	-1%	-3%	-12%	7%	8%	2%	-22%
Cc1ccc(NC(=O)CCC(=O)N/N=C/c2cccs2)cc1C	-1%	-4%	-4%	1%	2%	nt	-1%	9%
CCCCOc1ccc(C(=O)OC2CC(C)N(C)CC2C)cc1 (configuration not stated)	1%	-2%	-8%	-2%	-6%	3%[10 µM]	-1%	-12%
CCOc1c(Cl)cc(C(=O)Nc2cccc(C(=O)O)c2)cc1Cl	4%	-3%	2%	3%	-1%	-2%[10 µM]	-1%	4%
O=C(CC1C(=O)N(c2ccccc2)C(=O)N1CCc1cccs1)Nc1ccc(F)cc1 (configuration not stated)	-15%	?	-4%	nt	nt	nt	nt	-3%[76.3 µM]
COc1ccc2c(=O)c(C(=O)O)c(-c3ccc4c(c3)OCO4)n(C)c2c1	2%	3%	0%	0%	2%	nt	1%	-4%
COc1ccc(-c2ccc([C@H]3[C@H]4C=CC[C@@H](C)[C@@H]4C(=O)N3Cc3ccccc3)c(F)c2)cc1	1%	7%	-9%	-2%	nt	-1%[10 µM]	0%	-3%
Cc1ccc(S(=O)(=O)Nc2ccc(-c3nc4ccc(C)cc4s3)cc2)cc1	?	?	0%	?	?	nt	?	-1%
Cc1ccc2c(c1)cc1c(=O)n(Cc3ccccc3Cl)nc(C)n12	-8%	-9%	-6%	nt	nt	nt	nt	13%[76.3 µM]
CN(C)c1ccc2c3c(ccc(N(C)C)c13)C(=O)OC2	2%	-6%	-9%	-4%	nt	20%[10 µM]	3%	-12%
COc1ccccc1N/C(=N/c1nc(C)cc(C)n1)NC(C)=O	-10%	-11%	-2%	-3%	2%	-12%	-6%	12%
COc1cc(C(=O)Nc2ccc3c(c2)Cc2ccccc2-3)cc(OC)c1OC	-10%	-2%	2%	-9%	-7%	8%[10 µM]	-7%	9%
COc1cccc(C(=O)/C=C/Nc2ccc(NC(C)=O)cc2)c1	8%	-27%	?	3%	-6%	1%[10 µM]	5%	1%
O=C(CCn1c(=O)c2cccn2c2cccnc21)NCc1cccc(Br)c1	1%	-2%	10%	nt	nt	nt	nt	4%[76.3 µM]
O=C(COC(=O)c1ccccc1C(=O)N1CCN(c2ccccc2)CC1)Nc1ccc(F)cc1	-1%	?	?	-2%	-1%	-9%	2%	7%
COc1ccc(-c2cc(=O)n(-c3ccc([N+](=O)[O-])cc3)[nH]2)cc1	1%	?	11µM*	0%	-9%	?	1%	-25%
